Glioma ERSR ind: induces the endoplasmic reticulum stress response in human glioma cells; U87-MG GRP78 promoter luciferase reporter, 16 h; Potency, µM, inactives show at the highest dose activation, hits mostly activators; 420,000 compounds, 0.02% hits; AID 602332; further: potency means the concentration at half of the fitted maximal effect; series mostly up to about 76 µM; % of control where 0% means no effect; nearly all actives have a fitted effect of over 35% in size
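Stably transfected U87-MG human glioma cells carrying a GRP78-based luminescent sensor were seeded at 1000 cells/well, pin-dosed with compounds and incubated 16 h. Luciferase reagent was then added, and end-point luminescence was read after 10 min at room temperature.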
Vif-APOBEC3G blk: Vif-A3G binding inhibition | HeLa A3G-eYFP + Vif (tagged APOBEC3G with the HIV-1 protein that degrades it), YFP fluorescence, overnight | 410,000 compounds, 0.076% hits | Q9HC16 | AID 602310 | Potency, µM (titrated, usually from 46.1 µM), for inactives: at the highest dose activity, negative = active, usual class: inhibitors;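 further: potency means the concentration at half of the fitted maximal effect; on the % scale 0 is the no-effect control and ±100 the full control effect; nearly all actives have a fitted effect of over 60% in size; hits raise eYFP signal because A3G escapes Vif-driven loss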
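HeLa cells stably expressing Vif and C-terminally eYFP-tagged A3G, seeded overnight at 37 deg C, then exposed to compound by pintool overnight at 37 deg C. Rise in yellow fluorescence (Ex 488/Em 500-530, Acumen) marks blocked Vif-driven A3G degradation.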
Vif-A3F inh: inhibitors of Vif-A3F interaction | Potency, µM (highest dose often 46.1 µM), without a hit: at the top dose activity, negative = active | 390,000 compounds, 0.2% hits | AID 602313 | HeLa A3F-eYFP + Vif (tagged APOBEC3F with the HIV-1 protein that degrades it), YFP fluorescence increase; further: potency means the concentration at half of the fitted maximal effect; % of control where 0% means no effect; nearly all actives have a fitted effect of over 65% in size
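HeLa cells stably expressing A3F-eYFP plus Vif, plated and incubated overnight at 37 deg C, then exposed to compounds overnight at 37 deg C. Blocked degradation read as raised yellow fluorescence (Ex 488/Em 500-530).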
PI4K2A inh: PI4K2A (human) kinase inhibition; Q9BTU6; purified PI4K2A, ADP-Glo luminescence, 1 h; hits give low values; activity change, negative = inhibition, % at 76.9 µM; 420,000 compounds, 0.13% hits; in the data active means activity change below about -50%; inconclusive means mostly about -30% to -49%;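 further: -100% = wells without enzyme as full effect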
Target sequence (Q9BTU6 whole entry, looked up): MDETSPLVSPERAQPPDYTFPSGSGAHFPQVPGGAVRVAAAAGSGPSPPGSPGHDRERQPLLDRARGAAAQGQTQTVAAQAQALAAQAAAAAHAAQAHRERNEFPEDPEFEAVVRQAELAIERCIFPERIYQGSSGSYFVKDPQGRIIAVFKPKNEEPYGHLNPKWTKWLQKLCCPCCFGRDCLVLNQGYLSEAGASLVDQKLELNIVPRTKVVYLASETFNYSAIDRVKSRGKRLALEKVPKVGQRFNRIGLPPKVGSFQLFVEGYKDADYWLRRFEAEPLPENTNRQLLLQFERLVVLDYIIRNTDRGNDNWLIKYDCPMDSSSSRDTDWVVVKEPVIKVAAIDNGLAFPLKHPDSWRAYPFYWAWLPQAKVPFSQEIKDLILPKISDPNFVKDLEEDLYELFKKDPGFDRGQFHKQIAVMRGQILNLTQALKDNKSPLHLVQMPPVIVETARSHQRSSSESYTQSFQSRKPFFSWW
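In this quantitative HTS, ADP production by PI4K2A was quantified luminescently after 1 h at ambient temperature; 100 microM adenosine served as plate-quality control.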
USP1 inh: blocks the human USP1/UAF1 deubiquitinase complex | AID 743255 | Potency, µM (highest dose often 57.1 µM), for the others: top-dose activity change, negative = inhibition, usual class: inhibitors | O94782 | 390,000 compounds, 0.23% hits | recombinant USP1/UAF1, Ub-Rhodamine cleavage fluorescence; further: potency means the concentration at half of the fitted maximal effect; on the % scale 0 is the no-effect control and ±100 the full control effect; nearly all actives have a fitted effect of over 60% in size; inactives centre near -12
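Step one: compound is pinned into 1nM USP1/UAF1 in HEPES pH 7.8 buffer with TCEP. Step two: 15 min room-temperature incubation. Step three: Ub-Rho (150nM final) starts cleavage, tracked by fluorescence over six one-minute reads.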
RXFP1 agonist: RXFP1 (human) receptor agonism. HEK293T-RXFP1 cAMP TR-FRET, 30 min; response scale: percent of porcine relaxin response, buffer zero. Potency, µM (top dose mostly 57.5 µM), without a hit: at the highest dose activation, most hits filed as activators. 370,000 compounds, 0.3% hits; further: potency means the concentration at half of the fitted maximal effect; on the % scale 0 is the no-effect control and ±100 the full control effect; nearly all actives have a fitted effect of over 60% in size; many of its hits are not listed in these tables
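cAMP rise read by TR-FRET after 30 min, 37C compound exposure (up to 58 uM) in RXFP1-transfected HEK293 cells with Ro 20174 present. EC50 from Hill-equation fits, with 29 nM porcine relaxin as 100% and buffer as basal.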
LDHA inh: inhibitors of human lactate dehydrogenase A. activity change, % (values are at about 110 or 230 µM). P00338. 480,000 compounds, 0.15% hits. purified LDHA, NADH/diaphorase-resazurin fluorescence; hits give low values; in the data active means activity change below about -30%; inconclusive means mostly about -25% to -30%;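 further: plate controls were DMSO wells for no effect and wells without enzyme for full effect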
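Human LDH5 (2 nM) was incubated with 0.06 mM NADH and 0.2 mM pyruvate for 5 min at room temperature in Tris pH 7.4. Remaining NADH was coupled through diaphorase/resazurin, and resorufin fluorescence was read at 0 and 20 min.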
TrxR1 substrate: substrates of rat thioredoxin reductase 1. purified TrxR1 substrate turnover, NADPH consumption readout. Potency, µM (top dose mostly 114 µM), for the others: at the top dose activity change, negative = substrate turnover. 390,000 compounds, 0.01% hits; further: potency means the concentration at half of the fitted maximal effect; on the % scale 0 is the no-effect control and ±100 the full control effect; nearly all actives have a fitted effect of over 50% in size
Target sequence (O89049 whole entry, looked up): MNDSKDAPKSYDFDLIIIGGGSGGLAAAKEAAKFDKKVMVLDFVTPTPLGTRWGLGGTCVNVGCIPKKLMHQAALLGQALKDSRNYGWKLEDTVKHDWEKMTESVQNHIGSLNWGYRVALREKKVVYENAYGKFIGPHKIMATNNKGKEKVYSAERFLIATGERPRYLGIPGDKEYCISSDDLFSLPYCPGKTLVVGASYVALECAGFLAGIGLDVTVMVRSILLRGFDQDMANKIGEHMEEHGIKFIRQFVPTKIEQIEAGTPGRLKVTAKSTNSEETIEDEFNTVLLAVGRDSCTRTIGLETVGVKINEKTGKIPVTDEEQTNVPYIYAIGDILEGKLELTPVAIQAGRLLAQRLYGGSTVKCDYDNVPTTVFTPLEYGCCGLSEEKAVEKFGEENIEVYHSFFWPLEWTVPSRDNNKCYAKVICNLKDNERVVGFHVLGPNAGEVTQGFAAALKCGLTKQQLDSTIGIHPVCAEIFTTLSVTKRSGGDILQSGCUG
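Rat TrxR1, dispensed at 90 nM, was prereduced with 400 uM NADPH (final) for 5 min at ~22 deg C, then incubated with compound 15 min before 400 uM selenite. A first-read NADPH fluorescence drop versus no-compound background flagged substrates.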
mIDH1 inhibitor: blocks human mutant IDH1 R132H enzyme; O75874; IDH1-R132H enzyme, NADPH consumption, diaphorase/resazurin fluorescence; Potency, µM (highest dose often 76.6 µM), for the others: at the top dose activity change, negative = inhibition, most hits filed as inhibitors; 390,000 compounds, 0.093% hits; AID 602179; further: potency means the concentration at half of the fitted maximal effect; on the % scale 0 is the no-effect control and ±100 the full control effect; nearly all actives have a fitted effect of over 65% in size
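IDH1-R132H (0.5 ug/mL dispensed) in pH 7.5 Tris buffer was preincubated 30 min with compound, then given a substrate mix of 0.016 mM NADPH and 2 mM alpha-KG for 80 min at room temperature; remaining NADPH was read by diaphorase/resazurin fluorescence.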
Numbers without * were called inactive; & = joins results of further samples; [ ] = dose if it differs, or a comment. Unless noted, the call rests on the fitted dose curve; in most records, active means well fitted curve in the direction sought with a large enough effect; inconclusive means small, poorly fitted or top-dose-only effect, or another doubt; inactive means no such curve, though single readings can be large; an effect the other way counts as inactive or inconclusive.

What do the screens show for `CCOc1cccc(CN2CCCC(CNC(=O)c3cccc(OC)c3OC)C2)c1` (configuration not stated)?
Glioma ERSR ind: -3%; Vif-APOBEC3G blk: -5%; Vif-A3F inh: -2%; PI4K2A inh: 0; USP1 inh: -15%; RXFP1 agonist: -1.9%; LDHA inh: 1; TrxR1 substrate: 0%; mIDH1 inhibitor: -2%

How did CC(C)[C@H](NC(=O)c1ccccc1)C(=O)OCc1nc2scc(-c3ccccc3)c2c(=O)[nH]1 do in these assays?
Glioma ERSR ind: -6%; Vif-APOBEC3G blk: 0%; Vif-A3F inh: -3%; PI4K2A inh: -5; USP1 inh: -21%; RXFP1 agonist: -1.9%; LDHA inh: -6; TrxR1 substrate: 12%[57.1 µM]; mIDH1 inhibitor: -1%

What do the screens show for `CC(C)CC(NC(=O)C1CCCN1C(=O)OC(C)(C)C)C(=O)NCC(N)=O` (configuration not stated)?
Glioma ERSR ind: -4%; Vif-APOBEC3G blk: 1%; Vif-A3F inh: -5%; PI4K2A inh: -7; USP1 inh: -7%; RXFP1 agonist: 0.1%; LDHA inh: 2; TrxR1 substrate: -3%; mIDH1 inhibitor: 2%

How did COc1ccc(CCN2C(=O)C3C4CC(C5C(C(=O)NN)=NOC45)C3C2=O)cc1OC (configuration not stated) do in these assays?
Glioma ERSR ind: -3%; Vif-APOBEC3G blk: 0%; Vif-A3F inh: -2%; PI4K2A inh: 6; USP1 inh: -4%; RXFP1 agonist: -0.3%; LDHA inh: -4; TrxR1 substrate: 4%[57.1 µM]; mIDH1 inhibitor: -1%

How did CN(c1ccccc1)S(=O)(=O)c1cccc(C(=O)NC2CCCC2)c1 do in these assays?
Glioma ERSR ind: -3%; Vif-APOBEC3G blk: 0%; Vif-A3F inh: 1%; PI4K2A inh: -2; USP1 inh: -21%; LDHA inh: 4; TrxR1 substrate: 2%; mIDH1 inhibitor: 4%

Results for CCO[C@H]1OC(C(N)=O)=C[C@@H](C2CCCCC2)[C@@H]1CCCO ?
Glioma ERSR ind: -2%; Vif-APOBEC3G blk: 1%; Vif-A3F inh: 3%; PI4K2A inh: -2; USP1 inh: 8%; RXFP1 agonist: -2.0%; LDHA inh: 4; TrxR1 substrate: 8%[57.1 µM]; mIDH1 inhibitor: 6%

How did N#Cc1nc(-c2ccccc2F)oc1NCc1cccc2c1OCO2 do in these assays?
Glioma ERSR ind: 4%; Vif-APOBEC3G blk: -2%; Vif-A3F inh: -7%; PI4K2A inh: 1; USP1 inh: -12%; RXFP1 agonist: 3.9%; LDHA inh: 3; TrxR1 substrate: 35%[activator]; mIDH1 inhibitor: 2%

How did NS(=O)(=O)c1cccc(NS(=O)(=O)c2ccc(/C=C/C(=O)OCC(=O)c3ccccc3)cc2)c1 do in these assays?
Glioma ERSR ind: 1%; Vif-APOBEC3G blk: 9%; Vif-A3F inh: 15%; PI4K2A inh: -2; USP1 inh: -24%; RXFP1 agonist: 3.0%; LDHA inh: -3; TrxR1 substrate: -2%; mIDH1 inhibitor: 15%

What do the screens show for `Cc1cc(C)c(S(=O)(=O)N2CCN(c3ccc([N+](=O)[O-])c(NCC4CCCO4)c3)CC2)c(C)c1` (configuration not stated)?
Glioma ERSR ind: -7%; Vif-APOBEC3G blk: 0%; Vif-A3F inh: 0%; PI4K2A inh: 0; USP1 inh: -17%; RXFP1 agonist: -1.6%; LDHA inh: 2; TrxR1 substrate: 5%[57.1 µM]; mIDH1 inhibitor: -1%

How did O=C(Cc1ccccc1)NC1CCSc2ccccc21 (configuration not stated) do in these assays?
Glioma ERSR ind: -2%; Vif-APOBEC3G blk: -10%; Vif-A3F inh: 1%; PI4K2A inh: 3; USP1 inh: -11%; RXFP1 agonist: -0.9%; LDHA inh: -4; TrxR1 substrate: 2%; mIDH1 inhibitor: 0%

Next part; it opens with the 2 that closed the last part.
What do the screens show for `Cc1cc(C)c(S(=O)(=O)N2CCN(c3ccc([N+](=O)[O-])c(NCC4CCCO4)c3)CC2)c(C)c1` (configuration not stated)?
Glioma ERSR ind: -7%; Vif-APOBEC3G blk: 0%; Vif-A3F inh: 0%; PI4K2A inh: 0; USP1 inh: -17%; RXFP1 agonist: -1.6%; LDHA inh: 2; TrxR1 substrate: 5%[57.1 µM]; mIDH1 inhibitor: -1%

How did O=C(Cc1ccccc1)NC1CCSc2ccccc21 (configuration not stated) do in these assays?
Glioma ERSR ind: -2%; Vif-APOBEC3G blk: -10%; Vif-A3F inh: 1%; PI4K2A inh: 3; USP1 inh: -11%; RXFP1 agonist: -0.9%; LDHA inh: -4; TrxR1 substrate: 2%; mIDH1 inhibitor: 0%

Results for NC(=O)COC(=O)CN1C(=O)C2CCCCC2C1=O (configuration not stated) ?
Glioma ERSR ind: -8%; Vif-APOBEC3G blk: 1%; Vif-A3F inh: -3%; PI4K2A inh: -1; USP1 inh: 1%; RXFP1 agonist: 0.7%; LDHA inh: -5; TrxR1 substrate: -2%; mIDH1 inhibitor: 0%

How did Cc1nc2nc(SCc3ccc([N+](=O)[O-])cc3)[nH]c2cc1Br do in these assays?
Glioma ERSR ind: -5%; Vif-APOBEC3G blk: -4%; Vif-A3F inh: -2%; PI4K2A inh: 1; USP1 inh: 1%; RXFP1 agonist: 0.7%; LDHA inh: -10; TrxR1 substrate: -7%; mIDH1 inhibitor: 9%

How did O=C(CCl)Nc1ccccc1Sc1ccccc1 do in these assays?
Glioma ERSR ind: -7%; Vif-APOBEC3G blk: 3%; Vif-A3F inh: 5%; PI4K2A inh: 4; USP1 inh: 4%; RXFP1 agonist: 0.1%; LDHA inh: 0; TrxR1 substrate: -3%; mIDH1 inhibitor: 6%

What do the screens show for `COc1cccc(CNC(=O)COC(=O)c2cccc(S(=O)(=O)N3CCCC3)c2)c1`?
Glioma ERSR ind: -1%; Vif-APOBEC3G blk: 1%; Vif-A3F inh: 0%; PI4K2A inh: -6; USP1 inh: -16%; RXFP1 agonist: 1.8%; LDHA inh: -2; TrxR1 substrate: 9%; mIDH1 inhibitor: 2%

Results for CCOc1cccc(C(=O)N(Cc2ccc(N(C)C)cc2)CC2CCCO2)c1 (configuration not stated) ?
Glioma ERSR ind: 0%; Vif-APOBEC3G blk: 3%; Vif-A3F inh: 1%; PI4K2A inh: -4; USP1 inh: -15%; RXFP1 agonist: -1.5%; LDHA inh: 8; TrxR1 substrate: -8%; mIDH1 inhibitor: 20%

How did CN(C)C(=O)c1cccn(Cc2ccc(C(F)(F)F)cc2)c1=O do in these assays?
Glioma ERSR ind: -1%; Vif-APOBEC3G blk: 1%; Vif-A3F inh: 5%; PI4K2A inh: 3; USP1 inh: -1%; RXFP1 agonist: 2.4%; LDHA inh: -2; TrxR1 substrate: 7%[57.1 µM]; mIDH1 inhibitor: 1%

Results for N#CC1=C(N)Nc2ncnn2C1c1ccc(F)cc1 (configuration not stated) ?
Glioma ERSR ind: -1%; Vif-APOBEC3G blk: -1%; Vif-A3F inh: 2%; PI4K2A inh: 3; USP1 inh: -15%; RXFP1 agonist: -0.4%; LDHA inh: -2; TrxR1 substrate: 9%; mIDH1 inhibitor: 2%

How did C[N+]1(C)CCC(OC(=O)C(O)(c2ccccc2)C2CCCC2)C1 (configuration not stated) do in these assays?
Glioma ERSR ind: -3%&-4%; Vif-APOBEC3G blk: 2%; Vif-A3F inh: -1%; PI4K2A inh: 0&-2; USP1 inh: -23%; LDHA inh: -2; TrxR1 substrate: 9%; mIDH1 inhibitor: -3%

What do the screens show for `Cc1ccc(CSc2cn(CC(=O)N3CCCCCC3)c3ccccc23)cc1`?
Glioma ERSR ind: 0%; Vif-APOBEC3G blk: 0%; Vif-A3F inh: -1%; PI4K2A inh: -3; USP1 inh: -6%; RXFP1 agonist: -0.7%; LDHA inh: 0; TrxR1 substrate: -1%; mIDH1 inhibitor: -16%

What do the screens show for `CSCCC(NC(=O)COc1ccccc1)C(=O)N1CCCCCC1` (configuration not stated)?
Glioma ERSR ind: -4%; Vif-APOBEC3G blk: 0%; Vif-A3F inh: -1%; PI4K2A inh: -4; USP1 inh: -21%; RXFP1 agonist: -2.7%; LDHA inh: -5; TrxR1 substrate: -2%; mIDH1 inhibitor: -11%

Results for C=CCc1c(C)nc2nc(SCC(=O)Nc3ccccc3CC)nn2c1C ?
Glioma ERSR ind: -3%; Vif-APOBEC3G blk: 2%; Vif-A3F inh: -4%; PI4K2A inh: 1; USP1 inh: inconclusive; RXFP1 agonist: 8.9%; LDHA inh: -1; TrxR1 substrate: 4%[57.1 µM]; mIDH1 inhibitor: -9%

How did COc1c(O)cccc1/C=N/NC(=O)Cn1ccnc1C do in these assays?
Glioma ERSR ind: -4%; Vif-APOBEC3G blk: -1%; Vif-A3F inh: 9%; PI4K2A inh: 2; USP1 inh: -8%; RXFP1 agonist: -1.9%; LDHA inh: 8; TrxR1 substrate: 1%; mIDH1 inhibitor: -2%

An excerpt; the hit share may differ from the screen's.
